Assay outcomes as filed in PubChem.
SNCA viab count: counter-screen for SNCA expression inhibitors: cell viability. HEK-293-SNCA-luc viability, GF-AFC fluorescence, 24 h. Potency, µM (series often up to 57.1 µM), without a hit: at the highest dose activity change, negative = cytotoxicity, actives largely listed as cytotoxic. actives 0.12% (n = 150,000). AID 1671193;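 note: potency is the fitted concentration of half-maximal effect; 0% = DMSO-treated cells and -100% = medium-only wells without cells; nearly all actives have a fitted effect of over 30% in size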
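HEK-293-SNCA-luc cells (1500/well) plated 24 h, then exposed 24 h to a dilution series; GF-AFC added 30 min at 37C, fluorescence 405/540 nm; normalised to medium-only and DMSO wells, Hill fit.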
IP6K1 inh: IP6K1 kinase inhibition. activity change, % (series mostly up to about 58 µM). IP6K1 kinase, ADP-Glo luminescence, 2 h; hits give low values. actives 0.81% (n = 140,000). Q92551. AID 1645851; in the data active = activity change below about -25%
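ADP-Glo luminescence measures ADP made by human IP6K1 during a 2 h RT reaction with ATP/IP6 (mix at 1.3 mM/130 uM); top library doses 57.5 and 19.1 uM final.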
HEK cytotox: kills HEK 293 cells; HEK 293 viability, ATP luminescence (CellTiter-Glo), 48-72 h; Potency, µM (highest dose often 115 µM), for the others: at the top dose activity change, negative = cytotoxicity, most hits filed as inhibitors; actives 6.6% (n = 94,000); note: potency is the fitted concentration of half-maximal effect; nearly all actives have a fitted effect of over 60% in size
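Viability of HEK 293 cells, plated at 250 cells/well, was judged by cellular ATP after compound treatment for 48 or 72 hr. Luminescence was imaged 10 min after CellTiter-Glo addition at room temperature.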
NIH3T3 tox: kills NIH 3T3 cells; NIH 3T3 viability, CellTiter-Glo ATP luminescence, 48-72 h; Potency, µM (top dose mostly 96.7 µM), inactives show at the top dose activity change, negative = cytotoxicity, most hits filed as inhibitors; actives 4.3% (n = 94,000); AID 1345082; note: potency is the fitted concentration of half-maximal effect; nearly all actives have a fitted effect of over 55% in size
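Luminescent ATP readout (CellTiter-Glo, 10 min RT) after 48 or 72 hr compound exposure of NIH 3T3 cells seeded at 400 cells/well in 1536-well format; quantitative HTS.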
Luciferase inh: blocks purified firefly luciferase enzyme activity. P08659. purified P. pyralis luciferase, luminescence, biochemical. Potency, µM (titrated, usually from 115 µM), for the others: top-dose activity change, negative = inhibition, actives largely listed as inhibitors. actives 2.5% (n = 76,000); note: potency is the fitted concentration of half-maximal effect; nearly all actives have a fitted effect of over 65% in size
Target sequence (P08659 whole entry, looked up): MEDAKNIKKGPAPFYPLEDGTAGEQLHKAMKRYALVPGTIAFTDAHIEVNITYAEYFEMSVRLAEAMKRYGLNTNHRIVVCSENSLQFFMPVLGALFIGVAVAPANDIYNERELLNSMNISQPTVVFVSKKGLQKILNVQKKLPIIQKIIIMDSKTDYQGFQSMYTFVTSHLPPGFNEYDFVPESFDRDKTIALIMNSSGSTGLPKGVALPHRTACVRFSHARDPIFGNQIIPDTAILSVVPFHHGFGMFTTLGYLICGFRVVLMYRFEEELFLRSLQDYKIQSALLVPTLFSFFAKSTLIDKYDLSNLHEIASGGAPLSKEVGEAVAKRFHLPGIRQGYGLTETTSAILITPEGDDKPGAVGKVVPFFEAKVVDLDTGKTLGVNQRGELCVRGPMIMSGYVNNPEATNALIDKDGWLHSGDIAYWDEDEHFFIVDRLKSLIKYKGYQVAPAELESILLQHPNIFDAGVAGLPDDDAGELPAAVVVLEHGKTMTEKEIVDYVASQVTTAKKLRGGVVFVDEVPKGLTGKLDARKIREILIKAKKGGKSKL
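Cell-free enzyme assay, 10nM P. pyralis luciferase, luciferin and ATP each at 10uM. Inhibition profiled over a 6-point titration, read as luminescence.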
GPT2 inhibitor: blocks human glutamate pyruvate transaminase 2 | Potency, µM (titrated, usually from 57.7 µM), without a hit: at the highest dose activity change, negative = inhibition, most hits filed as inhibitors | Q8TD30 | Recombinant GPT2, coupled pyruvate oxidase/HRP Amplex Red fluorescence | actives 0.25% (n = 100,000); note: potency is the fitted concentration of half-maximal effect; nearly all actives have a fitted effect of over 60% in size; many of its hits are not listed in these tables
Target sequence (Q8TD30 whole entry, looked up): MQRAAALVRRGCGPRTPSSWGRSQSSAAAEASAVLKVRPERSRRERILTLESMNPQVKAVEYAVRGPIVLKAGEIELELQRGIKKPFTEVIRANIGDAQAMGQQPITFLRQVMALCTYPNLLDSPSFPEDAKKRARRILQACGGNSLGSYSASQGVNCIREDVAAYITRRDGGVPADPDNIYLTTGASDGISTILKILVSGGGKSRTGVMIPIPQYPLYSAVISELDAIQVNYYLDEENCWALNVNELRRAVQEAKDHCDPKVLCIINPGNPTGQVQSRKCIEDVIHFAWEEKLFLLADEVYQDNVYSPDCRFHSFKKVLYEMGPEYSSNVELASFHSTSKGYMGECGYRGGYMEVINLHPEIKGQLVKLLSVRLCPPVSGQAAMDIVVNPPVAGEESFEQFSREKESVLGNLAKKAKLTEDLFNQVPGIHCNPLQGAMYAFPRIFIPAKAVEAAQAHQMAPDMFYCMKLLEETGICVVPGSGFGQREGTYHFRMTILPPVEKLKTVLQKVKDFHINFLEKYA
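Inhibition is scored from Amplex Red fluorescence generated when pyruvate oxidase and HRP act on pyruvate released by GPT2. Reactions contain 10ng/uL enzyme, 250uM a-KG and 2mM L-alanine and run 30 min at room temperature.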
SNCA expr inh: reduces expression of the alpha-synuclein gene; AID 1671194; Potency, µM (highest dose often 57.2 µM), for the others: at the highest dose activity change, negative = inhibition, hits mostly inhibitors; actives 0.17% (n = 140,000); HEK-293 SNCA-luciferase knock-in, luminescence, 24 h;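 note: potency is the fitted concentration of half-maximal effect; plate controls were DMSO cells for no effect and cell-free wells for full effect; nearly all actives have a fitted effect of over 45% in size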
* marks the source's active call; other numbers are inactive results; i = inactive; ? = inconclusive; nt = no result given; [ ] = remark or other dose. Unless noted, calls come from the whole dose curve; as a rule, active = well fitted curve in the direction sought with a large enough effect; inconclusive = small, poorly fitted or top-dose-only effect, or another doubt; inactive = no such curve, though single readings can be large; an effect the other way counts as inactive or inconclusive. Unless noted, % is set by controls: 0 for no effect and ±100 for the full control effect. Rows were taken by chance; overall some 7.8% were active at least once.

SMILES	SNCA viab count	IP6K1 inh	HEK cytotox	NIH3T3 tox	Luciferase inh	GPT2 inhibitor	SNCA expr inh
COc1ccc(CNC(=O)Cn2c(=O)oc3cc(S(=O)(=O)NCc4ccccc4)ccc32)cc1	-4.3%	1.0	nt	nt	nt	nt	-17.6%
COc1ccccc1N1CCN(c2ccc(-c3nc(-c4ccccc4)no3)cc2[N+](=O)[O-])CC1	1.1%	-0.8	nt	nt	nt	nt	11.5%
COc1nccc(N2CCC(CC(=O)NCc3cccc(C(F)(F)F)c3)CC2)n1	2.5%	18.8	?	?	-1.1%	i	-19.0%
Cc1ccc(CNC(=O)Cn2c(=O)n(-c3cccc(Cl)c3)c(=O)c3sc4ccccc4c32)cc1	3.4%	-8.4	nt	nt	nt	nt	-13.7%
COCCNC(=O)[C@H]1C[C@H](Oc2cccnc2)CN1C(=O)NCc1ccccc1	4.6%	23.7	-1.4%	i	0.0%	i	2.0%
COc1ccccc1-c1cccc(C(=O)N2CCN(C(=O)Cc3ccccn3)CC2)c1	0.9%[12.5 µM]	13.9	-14.6%	-27.2%	nt	-8.0%	3.4%
CCc1ccc(-n2c(=O)c3c(C)c(C)sc3n(CC(=O)NCc3ccc(C)cc3)c2=O)cc1	-6.4%	41.4	nt	nt	nt	nt	-26.9%
COc1ccc(-c2nc(C)c(CCNC(=O)c3ccc(F)c(F)c3)s2)cc1	-15.7%	-6.4	nt	nt	nt	nt	91.3%[activator]
CCC(=O)N1CCc2cc(Br)cc(S(=O)(=O)CCC(=O)N(C)c3cccc(C)c3)c21	2.4%	-5.2	nt	nt	nt	nt	-28.5%
CC(C)N1CCN(C(=O)c2csc(N3CCN(c4cccc(Cl)c4)CC3)n2)CC1	-1.7%	0.7	?	?	7.4%	-5.9%	-14.6%
CCOc1ccc(NC(=O)COc2ccc(-c3nnc4n3CCCC4)cc2)cc1	11.7%	0.0	8.3%	-8.5%	-5.6%	i	12.7%
Cc1ccccc1CC(=O)NCc1nnc2c(-c3nc(C(C)C)no3)cccn12	24.5%	-4.9	-0.1%	-0.9%	-2.2%	-5.8%	2.2%
O=C(Nc1ccccc1)c1cccc(S(=O)(=O)Nc2cccc(F)c2)c1	-29.8%	22.7	nt	nt	nt	nt	?
COc1ccc(CNC(=O)N2CCC(c3noc(-c4cccnc4)n3)C2)cc1 (configuration not stated)	-13.1%	6.7	-20.5%	-16.1%	-8.5%	i	3.6%
O=C(c1ccco1)c1cn(CCOc2ccc(F)cc2)c2ccccc12	-7.4%	-4.9	nt	nt	nt	nt	-12.2%
COc1ccc2ccc(OCc3nc(C(=O)NC(C)c4n[nH]c(C)n4)co3)cc2c1 (configuration not stated)	-4.1%	27.7	44.7µM*	-27.7%	?	?	-20.9%
COC1CN(c2cccc(F)c2)C12CCN(C(=O)COc1ccccc1)CC2 (configuration not stated)	-0.3%	0.3	89.1µM*	?	-4.1%	i	-15.6%
COc1ccc(CN2CCCn3nc(C)c(-c4ccccc4Oc4ccccc4)c32)cc1O	?	3.8	20µM*	11.2µM*	0.7%	i	6.31µM*
Cc1onc(-c2c(F)cccc2Cl)c1C(=O)Nc1ccc(OC(C)C)cc1	-4.7%	0.3	nt	nt	nt	nt	-2.4%
NC[C@@H]1O[C@@H](O[C@@H]2[C@@H](O[C@@H]3O[C@H](CO)[C@@H](O)[C@H]3O)[C@H](O)[C@@H](N)C[C@H]2N)[C@@H](N)[C@H](O)[C@H]1O	-4.5%[12.5 µM]	12.0	nt	nt	nt	i[11.5 µM]	nt
Cc1cccc(NC(=O)Cn2nc(-c3ccc(Cl)cc3)c3ccccc3c2=O)c1	8.9%	-1.6	nt	nt	nt	nt	3.9%
CN(C)c1nc2c(c(=O)[nH]1)CCN(Cc1ccc(F)c(Cl)c1)CC2	-14.0%	0.0	0.2%	-1.9%	-8.7%	i	-27.3%
Cc1ccc(NC(=O)c2cc(S(=O)(=O)NCCc3ccc(Cl)cc3)ccc2F)cc1	0.6%	9.9	nt	nt	nt	nt	?
CCOc1ccc(-n2c(SCC(=O)Nc3ccccc3OC)nc3c(oc4ccccc43)c2=O)cc1	-4.8%	2.8	nt	nt	nt	nt	-18.6%
O=C(c1cc(-c2ccc(F)cc2)nc2ccccc12)N1CCC(Cc2nncn2CC2CC2)CC1	-13.7%	1.5	44.7µM*	?	12.6µM*	i	14.8%

(list continues)
SMILES	SNCA viab count	IP6K1 inh	HEK cytotox	NIH3T3 tox	Luciferase inh	GPT2 inhibitor	SNCA expr inh
O=S1(=O)NC2(CCN(Cc3c[nH]c4ccccc34)C2)COc2ccncc21 (configuration not stated)	2.1%	-2.4	1.7%	3.1%	nt	i	-0.8%
CCc1ccc(NC(=O)Cn2c(=O)n(CCCCC(=O)NCc3ccc4c(c3)OCO4)c(=O)c3ccccc32)cc1	-1.5%	-8.1	nt	nt	nt	nt	17.7%
COc1ccc(NC(=O)Cn2c(=O)c3cccn3c3ccccc32)cc1	-3.9%	4.8	nt	nt	nt	nt	-21.1%
CN1C[C@@H]2CCCN3CCC[C@@H]([C@H]23)[C@H]1CCCC(=O)NCCCN1CCOCC1	-5.2%	15.0	1.8%	i	-0.7%	3.2%	22.2%
O=C(c1ccccc1F)N1CCc2nc(C3CC3)nc(-c3ccc(Cl)cc3)c2CC1	-3.0%	-2.0	4.3%	i	2.9%	i	-0.4%
Cc1cnc(CCNC(=O)Cc2ccccc2)n1CC1CC1	7.7%	-5.8	-5.4%	i	5.5%	i	-16.2%
CS(=O)(=O)N1CCC(CC(=O)NCCCN2CCc3ccccc3C2)C1 (configuration not stated)	10.2%[12.5 µM]	-17.0	-4.5%	-13.2%	-11.8%	i	-9.8%
COc1ccc(CNCc2cccc3ccccc23)cc1	-6.4%	-8.1	nt	nt	nt	i	nt
C#CCNC(=O)c1cc(-c2ccc(C(F)(F)F)cc2)nc2c1cnn2C	nt	-13.4	25.1µM*	?	nt	nt	nt
O=C(c1ccccn1)N1CCn2c(nnc2-c2ccccc2)C1	0.2%[87.6 µM]	-3.8	i	0.5%[138 µM]	-3.6%[172 µM]	-1.9%[88.5 µM]	23.6%[87.6 µM]
O=C(c1ccccc1OCC1CCCN(Cc2cccc(O)c2)C1)N1CCCC1 (configuration not stated)	5.3%	-8.3	6.3%	i	0.5%	i	-13.1%
O=C(NCc1ccccc1)c1ccc2nc(-c3ccnc(Cl)c3)oc2c1	-0.8%[87.6 µM]	-0.2	-0.3%[172 µM]	-10.4%[138 µM]	nt	0.2%[88.5 µM]	-22.0%[87.6 µM]
Cc1cc(C)nc(N2C[C@H]3OC(=O)N(CCc4cccc(Cl)c4)[C@H]3C2)n1	-0.4%	-0.4	-23.3%	-26.4%	8.4%	-8.3%	-5.4%
CCn1c(=O)c2c(cc(C)n2C)n(CC(=O)Nc2ccc(C)cc2C)c1=O	2.5%	6.8	-5.4%	-3.3%	-3.0%	i	-5.2%
O=C(c1cccc(Cl)c1)N1CCCC(C(=O)N2CCC(N3Cc4cccn4C3=O)CC2)C1 (configuration not stated)	-3.7%	0.0	-25.6%	?	nt	i	4.4%
Cc1nsc(NC(=O)NC(C)c2ccc(Cl)cc2)n1 (configuration not stated)	-10.0%	-5.3	?	-22.6%	7.9%	i	15.7%
CN(C)C(=O)C1CN(c2ccccc2)C(=O)N1 (configuration not stated)	-5.1%[87.6 µM]	0.9	-0.1%[172 µM]	-5.8%[138 µM]	-7.2%[172 µM]	i	13.2%[87.6 µM]
O=C(CCc1ccccc1)N1CCC(Oc2ccc(C(=O)N3CCOCC3)cn2)CC1	11.0%	36.0	-20.5%	-19.6%	-10.4%	i	-11.0%
O=C(N[C@@H]1CN(Cc2ccc(Br)o2)C[C@H]1CO)C1CC1	-3.7%	-6.9	4.6%	i	9.2%	0.2%	-23.2%
NCc1cccc(Oc2ncnc3ccccc23)c1	-8.6%[87.6 µM]	-5.5	2.2%[172 µM]	-3.7%[138 µM]	nt	i	7.6%[87.6 µM]
Cn1nc2n(c1=O)CCC(NC(=O)NCc1ccco1)CC2 (configuration not stated)	1.0%	2.8	3.7%	-5.8%	0.7%	-9.2%	-27.3%
COc1ccc(-n2c(=O)c3c(c4cc(OC)ccc4n3C)n(C)c2=O)cc1	2.3%	15.0	nt	nt	nt	nt	24.6%
CN(C1CCOCC1)C1CCN(C(=O)c2ccccn2)CC1	6.9%	-11.1	6.8%	i	6.9%	3.8%	-2.6%
COc1ccc2nc3n(c2c1)[C@@H](CNC(=O)c1ccc(F)cc1)COC3	-12.8%[87.6 µM]	-25.9*	-14.8%[172 µM]	-6.8%[138 µM]	-2.1%[172 µM]	-23.1%[88.5 µM]	-0.1%[87.6 µM]
Cc1ccc(S(=O)(=O)N2CCCC(CCC(=O)NC3CCS(=O)(=O)C3)C2)cc1 (configuration not stated)	1.1%	1.9	-12.5%	-3.8%	3.3%	?	0.2%

Gathered by group, the compounds so far containing a Cl atom.
SMILES	SNCA viab count	IP6K1 inh	HEK cytotox	NIH3T3 tox	Luciferase inh	GPT2 inhibitor	SNCA expr inh
Cc1ccc(CNC(=O)Cn2c(=O)n(-c3cccc(Cl)c3)c(=O)c3sc4ccccc4c32)cc1	3.4%	-8.4	nt	nt	nt	nt	-13.7%
CC(C)N1CCN(C(=O)c2csc(N3CCN(c4cccc(Cl)c4)CC3)n2)CC1	-1.7%	0.7	?	?	7.4%	-5.9%	-14.6%
Cc1onc(-c2c(F)cccc2Cl)c1C(=O)Nc1ccc(OC(C)C)cc1	-4.7%	0.3	nt	nt	nt	nt	-2.4%
Cc1cccc(NC(=O)Cn2nc(-c3ccc(Cl)cc3)c3ccccc3c2=O)c1	8.9%	-1.6	nt	nt	nt	nt	3.9%
CN(C)c1nc2c(c(=O)[nH]1)CCN(Cc1ccc(F)c(Cl)c1)CC2	-14.0%	0.0	0.2%	-1.9%	-8.7%	i	-27.3%
Cc1ccc(NC(=O)c2cc(S(=O)(=O)NCCc3ccc(Cl)cc3)ccc2F)cc1	0.6%	9.9	nt	nt	nt	nt	?
O=C(c1ccccc1F)N1CCc2nc(C3CC3)nc(-c3ccc(Cl)cc3)c2CC1	-3.0%	-2.0	4.3%	i	2.9%	i	-0.4%
O=C(NCc1ccccc1)c1ccc2nc(-c3ccnc(Cl)c3)oc2c1	-0.8%[87.6 µM]	-0.2	-0.3%[172 µM]	-10.4%[138 µM]	nt	0.2%[88.5 µM]	-22.0%[87.6 µM]
Cc1cc(C)nc(N2C[C@H]3OC(=O)N(CCc4cccc(Cl)c4)[C@H]3C2)n1	-0.4%	-0.4	-23.3%	-26.4%	8.4%	-8.3%	-5.4%
O=C(c1cccc(Cl)c1)N1CCCC(C(=O)N2CCC(N3Cc4cccn4C3=O)CC2)C1 (configuration not stated)	-3.7%	0.0	-25.6%	?	nt	i	4.4%
Cc1nsc(NC(=O)NC(C)c2ccc(Cl)cc2)n1 (configuration not stated)	-10.0%	-5.3	?	-22.6%	7.9%	i	15.7%
